High-throughput results: PubChem, several laboratories
5HT1E ag – agonists of human 5-HT1E serotonin receptor | hit rate 0.69% among 65,000 | CHO 5-HT1E Ga15 NFAT-bla reporter, FRET; 0% DMSO wells, 100% control agonist wells | P28566 | AID 574 | activation, % at 6 µM;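 active means activation above a set limit, the screen-wide mean activation plus 3 SD, cut at about 8.5% in these data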;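 further: 100% = positive control agonist at 1 µM giving full maximal response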
Target sequence (P28566 whole entry, looked up): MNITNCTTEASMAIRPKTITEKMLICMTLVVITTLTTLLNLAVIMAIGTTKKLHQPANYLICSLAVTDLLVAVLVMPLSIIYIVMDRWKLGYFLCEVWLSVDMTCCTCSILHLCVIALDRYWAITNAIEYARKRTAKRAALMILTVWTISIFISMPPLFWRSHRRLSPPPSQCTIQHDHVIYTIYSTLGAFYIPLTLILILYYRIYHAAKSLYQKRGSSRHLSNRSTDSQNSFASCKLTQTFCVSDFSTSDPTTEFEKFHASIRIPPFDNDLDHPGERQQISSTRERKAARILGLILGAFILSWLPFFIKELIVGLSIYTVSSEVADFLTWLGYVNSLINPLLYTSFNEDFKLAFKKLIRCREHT
HTR1E antagonist – blocks the human 5-HT1E serotonin receptor; P28566; CHO 5-HT1E Ga15 NFAT-bla reporter, FRET, antagonist; inhibition, % at 6 µM; hit rate 0.99% among 65,000; AID 571;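 active means inhibition above a set limit, the mean inhibition across every tested compound plus 3 SD, cut at about 29% in these data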;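 further: signal is the 460 over 535 nm emission ratio of beta-lactamase substrate; 0% = agonist plus DMSO wells and 100% = wells without agonist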
5-HT1A blocker – 5-HT1a (human) receptor antagonism; inhibition, % at 10 µM; P08908; CHO 5-HT1a Ga15 NFAT-bla reporter, antagonist mode; AID 612; hit rate 0.68% among 62,000;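 active means inhibition above the mean of all tested compounds plus 3 SD, cut at about 43% in these data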;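 further: receptor stimulated by 5-CT agonist at 100 nM near EC80; beta-lactamase reporter measured by ratiometric fluorescence of a cleavable substrate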
Jurkat tox 60K – reduces viability or proliferation of Jurkat cells; Jurkat E6.1 viability, ATP luminescence, 48 h; AID 463; inhibition, % at 4 µM; hit rate 1.2% among 56,000;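 active means inhibition above the mean inhibition of all tested compounds plus 3 SD, cut at about 28% in these data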
D1 allo mod – allosteric modulators of human D1 dopamine receptor; P21728; HEK293 D1, CRE-luciferase, dopamine EC30 potentiation; actives deviate in either direction; B-score at 10 µM; hit rate 5.9% among 58,000;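 active means luminescence count or its row- and column-corrected plate score outside the 99.7% band of the plate's sample wells, on either side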
HEK293 NFkB inh – lowers PMA/ionomycin-induced NF-kB signal in HEK293 cells. AID 465. hit rate 0.21% among 62,000. HEK-293 NF-kB luciferase reporter, luminescence. inhibition, % at 3 µM;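 active means inhibition above the mean of all tested compounds plus 3 SD, cut at about 40% in these data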;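 further: 0% = stimulated DMSO wells and 100% = 10 µM reference inhibitor 5653914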
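System – HEK-293 cells with stable firefly luciferase reporter driven by four HIV NF-kB elements · Doses – one dose, 3 µM · Schedule – 1 h compound pre-incubation, 16 h PMA/ionomycin at 37 °C · Technique – luminescence from luciferase substrate reagent · Measure – percent inhibition normalized per plate to DMSO and reference-inhibitor controls · Replicates – tested once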
S1P1 ag pot – activates or potentiates agonism at human S1P1 receptor | hit rate 0.57% among 56,000 | P21453 | S1P1 CRE-bla cells, forskolin, beta-lactamase FRET, potentiator mode; S1P1 agonist co-added at EC20, 2 nM; 100% = saturating reference agonist, 0% = basal | activation, % at 9.5 µM;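 active means activation above a cutoff set at the mean activation of all tested compounds plus 3 SD, cut at about 54% in these data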;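 further: forskolin at 4 µM as EC80 and the EC20 agonist is SEW2871; 100% = SEW2871 at its EC100 plus forskolin at EC80; some compounds past the cut are filed as inactive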
Target sequence (P21453 whole entry, looked up): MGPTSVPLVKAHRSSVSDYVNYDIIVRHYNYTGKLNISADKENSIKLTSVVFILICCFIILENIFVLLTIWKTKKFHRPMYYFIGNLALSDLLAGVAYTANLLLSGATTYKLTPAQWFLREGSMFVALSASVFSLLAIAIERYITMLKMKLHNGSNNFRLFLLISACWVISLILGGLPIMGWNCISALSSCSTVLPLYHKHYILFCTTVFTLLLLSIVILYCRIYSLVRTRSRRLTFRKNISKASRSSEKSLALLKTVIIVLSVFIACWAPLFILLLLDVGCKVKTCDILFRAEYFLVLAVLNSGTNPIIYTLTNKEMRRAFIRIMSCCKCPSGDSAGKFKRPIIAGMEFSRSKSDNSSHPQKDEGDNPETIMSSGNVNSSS
HTR1A agonist – activates the human 5-HT1a serotonin receptor | activation, % at 10 µM | CHO 5-HT1a Ga15 NFAT-bla reporter, FRET ratio; 0% basal, 100% maximal reference agonist | hit rate 0.56% among 65,000 | P08908;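 active means activation above the screen-wide mean activation plus 3 SD, cut at about 19% in these data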;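 further: 0% = DMSO wells and 100% = 5-CT at EC100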
S1P3 agonist – agonists of human S1P3 receptor; Q99500; hit rate 0.1% among 60,000; AID 373; S1P3 NFAT-BLA reporter cells, agonism, FRET ratio; relative to 1 µM S1P, basal subtracted; activation, % at 4.5 µM;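 active means activation above the screen-wide mean plus 3 SD, cut at about 4.5% in these data, passing the limit was not always enough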; further: some compounds called inactive have numbers as strong as hits
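Measure – % activation relative to 1 µM S1P (100%), per plate · System – stable CHO line with human S1P3, Gα16, NFAT-BLA reporter · Timing – cells plated overnight, compound 4 h 37 °C, substrate 2 h RT · Technique – fluorescent BLA substrate, ex 405 nm, em 460/535 nm ratio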
* marks the source's active call; other numbers are inactive results; . = no result given.

Every second line gives: 5HT1E ag	HTR1E antagonist	5-HT1A blocker	Jurkat tox 60K	D1 allo mod	HEK293 NFkB inh	S1P1 ag pot	HTR1A agonist	S1P3 agonist
1	Cc1cc(C)n(-c2nc3c(c(=O)n(Cc4ccc(Cl)c(Cl)c4)c(=O)n3C)n2C)n1
 : -0.5	-2	0	0	-0.24	14	7	-0.7	-1.5
2	CCOC(=O)C1=C(C)NC(C)=C(C(=O)OCC)C1C(=O)OCC(=O)N1CCc2ccccc21
 : 0.3	1	8	7	-0.15	24	9	-1.4	-1.5
3	Cc1cccc(-c2nnc(SCC#N)n2Cc2ccccc2)c1
 : 0.4	2	-8	-3	0.001	3	0	1.7	0.4
4	Cc1cccc(N2CCN(S(C)(=O)=O)CC2)c1C
 : 1.3	-9	-3	3	1.7	-9	-19	-2.0	-1.1
5	O=C(NCC12CC3CC(CC(C3)C1)C2)c1nc2ncccn2n1
 : 0.8	1	-11	0	0.73	6	-11	1.4	-0.9
6	CN(c1ccc(C(=O)Nc2cccnc2)cc1)S(C)(=O)=O
 : 0.0	-6	19	-1	2.7	14	4	-0.8	-0.4
7	Cc1nnc(SCC(=O)c2c(N)n(C)c(=O)n(C)c2=O)n1Cc1ccccc1
 : -0.5	0	-13	8	0.076	-8	5	-3.1	0.4
8	CCC(=O)Nc1cccc(-n2nnnc2SCC(=O)NCc2ccco2)c1
 : 0.2	-4	8	-1	0.11	12	-2	-1.1	-0.8
9	Cc1cc(NS(=O)(=O)c2ccc(Cl)cc2)nn1CC(=O)NCc1ccco1
 : 0.7	-4	-5	-10	-0.054	18	1	-1.3	0.2
10	COc1cc(OC)cc(-c2nnc(SCC(=O)N3CCCc4ccccc43)o2)c1
 : -0.7	0	2	0	0.52	7	-2	0.6	-1.0
11	O=C(CN(CCc1ccccc1)C(=O)CNS(=O)(=O)c1ccc(F)cc1)NCC1CCCO1 (stereo not drawn)
 : 0.5	-6	-17	-9	-0.34	8	-4	-2.3	0.2
12	Cc1nn(Cc2ccccc2)c(N)c1-c1ccccc1
 : -1.0	-3	9	2	-0.52	7	-15	-4.9	-0.3
13	O=C(CCCc1nc(-c2ccc(Cl)cc2)no1)N1CCOCC1
 : -1.3	-5	2	17	-1.4	17	5	-2.8	-0.6
14	COCCOC(=O)c1c(C)oc2ccc(OC(=O)c3c(OC)cccc3OC)cc12
 : 0.4	-5	-6	9	-3.7	18	-64	1.6	-1.0
15	Cc1ccc(C(c2sc3nc(C)nn3c2O)N2CCOCC2)cc1 (stereo not drawn)
 : 0.4	1	1	-1	-0.36	13	8	-0.4	-0.3
16	CC(C)c1ccc(NC(=O)CCNS(=O)(=O)c2cccc3nonc23)cc1
 : -0.4	-9	-7	.	-0.038	9	.	-2.2	.
17	COC(=O)c1[nH]c2cc(OC)ccc2c1NC(=O)CN1CCC(C(N)=O)CC1
 : -0.4	8	.	.	.	.	-16	0.5	-0.6
18	CCOC(=O)c1cc2sccc2n1CC(=O)N1c2ccccc2CC1C (stereo not drawn)
 : -0.1	26	13	.	2.5	13	.	0.0	.
19	Cc1cc(OCCSc2nnc(-c3cccs3)n2C)ccc1Cl
 : 0.1	-8	6	4	-0.55	9	-8	-1.8	-1.1
20	O=C(NCc1cccnc1)C1CCCN(S(=O)(=O)c2ccccc2)C1 (stereo not drawn)
 : -0.5	2	9	4	-0.41	16	-2	2.7	-0.7
21	CNc1oc(Cc2cccc3ccccc23)nc1C#N
 : 0.0	-5	1	3	-0.0066	14	1	-2.8	-1.1
22	CCOCCCNC(=O)Cn1cc2c(n1)CCCC2
 : -0.6	-7	15	-1	0.016	4	-24	36*	0.0
23	CCOCCOC(=O)C1=C(C)N(C)C(=O)NC1c1ccccc1F (stereo not drawn)
 : -0.4	-10	-7	.	.	15	.	0.8	.
24	COc1cccc(N(CC(=O)Nc2cccc(F)c2)S(C)(=O)=O)c1
 : -1.5	14	8	7	-0.013	22	13	-3.9	-1.3
25	Cc1ccc2c(c1)cc(C)c1nnc(SCC(=O)NCc3ccco3)n12
 : 0.4	-3	-14	1	0.97	1	16	0.6	-0.6
26	O=C(NCc1ccccc1)NC(=O)c1ccccc1
 : -0.3	-5	-11	-7	-0.56	9	-19	-4.1	-1.2
27	CCn1c(SCC(=O)c2ccc(NS(=O)(=O)c3ccccc3)cc2)nnc1-c1cccs1
 : 0.6	-8	-7	-2	-0.48	10	.	-1.1	0.2
28	N#CCCN1CCN(S(=O)(=O)c2ccc(S(=O)(=O)NC3CC3)cc2)CC1
 : 0.9	0	4	-3	-0.025	-2	-17	-1.7	-1.4
29	COc1ccccc1OCCSc1nnc(C)n1-c1ccccc1
 : 0.4	5	8	3	0.56	8	-11	-0.7	-0.6
30	Cc1ccc(Cn2c(=O)c3c(nc4n3CCCN4Cc3ccccc3)n(C)c2=O)cc1
 : 1.6	6	2	0	0.16	20	-1	-1.1	-0.6

A few values from the results shown:
HEK293 NFkB inh result of O=C(NCc1cccnc1)C1CCCN(S(=O)(=O)c2ccccc2)C1 (stereo not drawn) → 16
5-HT1A blocker result of Cc1cc(NS(=O)(=O)c2ccc(Cl)cc2)nn1CC(=O)NCc1ccco1 → -5

The list goes on.
Every second line gives: 5HT1E ag	HTR1E antagonist	5-HT1A blocker	Jurkat tox 60K	D1 allo mod	HEK293 NFkB inh	S1P1 ag pot	HTR1A agonist	S1P3 agonist
31	Nc1nnc(SCC(=O)Nc2ccc(F)c(Cl)c2)n1-c1ccccc1
 : 0.0	-5	0	10	-0.046	11	-11	-0.5	-1.0
32	Cc1ccc(CNc2nc3ccccc3n3nnnc23)cc1
 : -0.4	11	1	-14	3.4*	3	-14	-2.2	0.6
33	Cn1nnc(NC(=O)c2cccc(F)c2)n1
 : 0.4	0	-10	-3	0.067	12	8	0.3	0.7
34	CCC(=O)Oc1ccc(C/C(=N\O)c2ccc(O)cc2O)o1
 : 0.6	22	6	17	.	0	17	-1.3	-1.2
35	O=C(c1cccs1)N1CCCC(c2nc(-c3ccc(F)cc3)no2)C1 (stereo not drawn)
 : -0.3	20	4	13	0.034	1	23	-1.7	-0.7
36	CC(C)(C)NC(=O)CN(C(=O)C1CSC(=O)C1)c1ccc2c(c1)OCCO2 (stereo not drawn)
 : 0.4	-4	-14	-4	-1.9	21	6	1.7	1.0
37	COc1ccc(-c2cc(C(=O)OC3CCOC3=O)c3ccccc3n2)cc1OC (stereo not drawn)
 : 0.0	9	14	3	2.2	12	-2	0.1	-0.7
38	CC(C)Oc1ccc(C(=O)Nc2cc(=O)n(C)c(=O)n2C)cc1
 : 0.1	0	-4	3	.	0	-4	-1.7	-0.1
39	Cn1c2c(c(=O)n(C)c1=O)CN(Cc1ccco1)CN2
 : -0.5	1	9	2	-0.32	11	-5	-0.8	-1.4
40	O=C(O)COCc1nc2ccccc2[nH]1
 : 0.1	5	5	-1	-0.49	7	11	-3.9	1.1
41	COc1ccc(Nc2ncnc3c2oc2ccccc23)cc1
 : -0.5	-2	6	5	0.17	-21	-8	-2.4	-0.8
42	CC1(C)CC2(CCO1)CNC(=O)O2 (stereo not drawn)
 : -0.5	-1	4	-5	0.29	19	-16	-0.5	-0.2
43	CCn1c(=S)sc2nc(C)sc21
 : -0.1	4	-7	-1	13*	9	-2	-2.2	0.8
44	CCNC(=O)c1cc2c(=O)n3cccc(C)c3nc2n1C
 : -0.1	-5	-14	1	-0.36	22	-12	-3.5	0.4
45	CC1=C(C(=O)OCC2CCCO2)C(c2ccc(O)cc2)NC(=O)N1 (stereo not drawn)
 : -0.3	8	-5	2	-0.14	5	.	-2.5	-0.7
46	O=C(CN1C(=O)COc2ccccc21)N(Cc1cccnc1)Cc1cccc(F)c1
 : 1.3	-11	14	0	-0.12	19	10	2.5	-0.1
47	O=C(NCC1CCCO1)c1cccc(N2CCCC2=O)c1 (stereo not drawn)
 : 0.4	1	-3	-2	0.4	11	-24	-3.6	-0.4
48	Cc1cc(NC(=O)c2cc(-c3cccnc3)nc3c(C)c(C)ccc23)no1
 : -0.2	3	8	5	-1.2	0	-34	1.1	-0.8
49	CCOC(=O)c1cnc2sc3c(n2c1=O)CCCC3
 : 3.3	15	-46	26	-1.1	8	38	2.2	-1.2
50	COc1ccc(N2CCN(C(=O)c3cn(C)c(=O)c4c3c3ccccc3n4C)CC2)cc1
 : 0.6	0	-3	3	1.4	-7	-42	-2.7	-0.5
51	CN1CCc2c(sc3nc(SCC(N)=O)n(-c4ccccc4)c(=O)c23)C1
 : 0.2	0	15	.	0.65	0	.	-0.3	.
52	Cc1ccc(C(c2sc3ncnn3c2O)N2CCCCC2)cc1 (stereo not drawn)
 : -1.4	3	13	-1	0	-9	3	-5.2	-0.4
53	O=S(=O)(NC1CC1)c1ccc(S(=O)(=O)N2CCCC(c3nc(-c4cccnc4)no3)C2)cc1 (stereo not drawn)
 : 0.3	-7	-10	7	-0.58	9	6	2.3	0.0
54	CC(C)Oc1cccc(C(=O)Nc2ccc(N3CCN(S(C)(=O)=O)CC3)cc2)c1
 : -0.4	-1	-3	-3	4.5	11	10	-0.7	0.2
55	Cc1ccc(NC(=O)C2CCN(S(=O)(=O)c3c(C)n[nH]c3C)CC2)nc1
 : -2.1	7	2	2	-0.21	-2	-16	-2.5	-0.8
56	O=C(Cn1ncc2c1-c1ccccc1OC2)N(Cc1ccco1)C1CCCCC1
 : 0.0	-11	0	-5	3.9	5	0	0.4	-0.8
57	CC(C(=O)N1CC2(C)CC1CC(C)(C)C2)N1C(=O)c2ccccc2C1=O (stereo not drawn)
 : -0.9	3	4	-4	-0.053	13	.	3.0	-0.7
58	O=C(c1cc2nc(-c3ccccc3)cc(C(F)(F)F)n2n1)N1CCOCC1
 : 0.0	11	-12	1	0.056	-6	13	-2.1	-0.2
59	c1coc(CNc2nc3sc4c(c3c3ncnn23)CCCC4)c1
 : -0.3	11	-14	.	2.7	6	.	2.0	.
60	COCC(=O)N(CCc1ccc(OC)cc1)Cc1nc2ccccc2c(=O)[nH]1
 : 0.4	1	-2	-2	0.7	24	-2	0.9	-0.4
61	Cc1csc2ncc(C(=O)NCc3ccccc3Cl)c(=O)n12
 : 1.1	-9	-9	-11	1	7	-13	-1.8	-0.3
62	Cc1nn(-c2ccccc2)c(C)c1CCC(=O)O
 : -1.1	9	14	-4	-0.33	-2	-13	-1.9	-1.9
63	CCc1ccc(Cn2nnc(C(=O)Nc3ccc(OC)cc3OC)c2N)cc1
 : 0.3	-7	-5	0	0.042	11	-14	1.7	-0.5
64	O=C(O)C1CCCCC1C(=O)NCc1ccc(F)cc1 (stereo not drawn)
 : -0.2	-8	-13	0	0.039	19	-28	-0.6	0.0
65	CCOC(=O)C1Cc2ccccc2C(=O)O1 (stereo not drawn)
 : -0.7	-2	8	3	0.59	13	.	-0.8	-0.6
66	COc1ccc(N2CCN(C(CNC(=O)c3ccco3)c3cccnc3)CC2)cc1 (stereo not drawn)
 : 0.5	10	0	2	0.95	1	-14	-1.3	-1.1
67	O=C(NC1CCCCC1)N(Cc1nc2ccccc2c(=O)[nH]1)C1CCCCC1
 : -0.3	-5	4	3	0.76	3	-3	-0.7	-0.4
